Source: PubChem BioAssay
UBC13 polyUb – UBC13 polyubiquitin chain formation inhibitors, primary screen, biochemical, TR-FRET, uHTS; Ubiquitin-conjugating enzyme E2 N (Homo sapiens), P61088; inhibition, % at 20 µM; hit rate 0.47% among 330,000; in the data active = inhibition above about 45%, passing the limit was not always enough
Target sequence (P61088 whole entry, looked up): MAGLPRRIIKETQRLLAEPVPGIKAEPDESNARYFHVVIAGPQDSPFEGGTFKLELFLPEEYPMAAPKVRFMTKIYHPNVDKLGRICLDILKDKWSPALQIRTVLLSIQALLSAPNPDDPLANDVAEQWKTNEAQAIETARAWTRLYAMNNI
SENP8 block-1 – SENP8 protease inhibitors, primary screen, biochemical, luminescence; inhibition, % at 10 µM; hit rate 1.2% among 330,000; AID 2540, 2010; Sentrin-specific protease 8 (Homo sapiens), Q96LD8; purified SENP8, Z-RLRGG-aminoluciferin cleavage; in the data active = inhibition above about 50%
Target sequence (Q96LD8 whole entry, looked up): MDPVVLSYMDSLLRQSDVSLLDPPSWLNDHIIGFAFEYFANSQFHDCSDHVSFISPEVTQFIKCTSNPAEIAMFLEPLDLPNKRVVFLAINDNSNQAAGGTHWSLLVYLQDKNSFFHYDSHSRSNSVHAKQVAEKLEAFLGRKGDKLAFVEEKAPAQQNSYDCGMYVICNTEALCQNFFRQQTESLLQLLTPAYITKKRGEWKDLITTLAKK
SENP6 block – SENP6 protease inhibitors, primary screen, biochemical, luminescence, uHTS. Sentrin-specific protease 6 (Homo sapiens), Q9GZR1. Recombinant SENP6 catalytic domain, aminoluciferin luminescence. inhibition, % at 10 µM. hit rate 1.8% among 330,000;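 active = inhibition above about 50% at the single tested dose, limit read from the data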;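 note: plate controls were DMSO wells with enzyme for no effect and DMSO wells lacking enzyme for full effect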
Target sequence (Q9GZR1 628-1112 limits assumed): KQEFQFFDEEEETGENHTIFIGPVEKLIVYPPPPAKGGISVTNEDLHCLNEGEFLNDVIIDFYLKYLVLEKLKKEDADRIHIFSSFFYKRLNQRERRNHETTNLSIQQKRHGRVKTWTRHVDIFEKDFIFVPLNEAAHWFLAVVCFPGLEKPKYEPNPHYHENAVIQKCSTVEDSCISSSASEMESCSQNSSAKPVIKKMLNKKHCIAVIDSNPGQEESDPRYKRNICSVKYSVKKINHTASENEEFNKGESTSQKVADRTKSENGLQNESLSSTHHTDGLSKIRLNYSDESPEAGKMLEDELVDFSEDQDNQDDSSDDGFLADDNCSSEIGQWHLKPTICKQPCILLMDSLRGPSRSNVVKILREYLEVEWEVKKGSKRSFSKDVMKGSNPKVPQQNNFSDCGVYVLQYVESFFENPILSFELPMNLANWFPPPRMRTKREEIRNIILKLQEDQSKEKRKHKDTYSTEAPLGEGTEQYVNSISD
beta cell repl – inducers of MIN6 beta-cell proliferation, primary screen, ATP luminescence, uHTS. proliferation, % at 10 µM. MIN6 cells proliferation, ATPlite luminescence, 48 h; cells starved in 0.2% serum; 100% = growth in 10% serum. hit rate 0.29% among 330,000. AID 2380, 2010;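 active = compounds whose signal lies at least 3.5 SD above the mean of all wells on their plate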;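 note: 0% = DMSO-treated cells in low-serum medium and 100% = 10% serum control; some compounds called inactive have numbers as strong as hits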
SENP8 block-2 – human SENP8 protease inhibitors, primary screen, biochemical, fluorescence, Nedd8 protein substrate, uHTS | Sentrin-specific protease 8 (Homo sapiens), Q96LD8 | recombinant SENP8 | inhibition, % at 20 µM | hit rate 0.64% among 360,000 | AID 602440, 2012; in the data active = inhibition mostly above about 40%, no sharp cut-off; inactive = mostly below about 27%
SENP1 inh – human SENP1 catalytic domain inhibitors, primary screen, biochemical, FRET, uHTS | Sentrin-specific protease 1 (Homo sapiens), Q9P0U3 | inhibition, % at 10 µM | recombinant SENP1 catalytic domain, CyPet-SUMO1-YPet FRET cleavage | hit rate 0.21% among 360,000;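 active = inhibition at least 30% at 10 µM, raw YFP signal under a set limit, fluorescence ratio 0.5 to 1.5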;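 note: 0% = enzyme with DMSO and 100% = no enzyme wells; some results filed as inactive read as strong as hits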
Target sequence (Q9P0U3 419-644 limits assumed): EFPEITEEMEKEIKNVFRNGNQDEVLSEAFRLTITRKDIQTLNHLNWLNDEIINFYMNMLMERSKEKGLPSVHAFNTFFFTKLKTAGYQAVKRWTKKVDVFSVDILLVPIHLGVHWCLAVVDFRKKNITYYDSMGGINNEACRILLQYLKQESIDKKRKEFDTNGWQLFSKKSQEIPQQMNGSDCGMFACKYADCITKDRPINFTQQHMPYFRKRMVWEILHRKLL
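Test system: human SENP1 catalytic domain; medium: Tris pH 8 buffer plus EDTA, NaCl, BME, BSA, NP40, catalase; incubation: 50 min reaction at room temperature; technique: FRET, CFP and YFP emission; controls: no-enzyme low control and enzyme-plus-DMSO high control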
PfGluPho inh – PfG6PD enzyme inhibitors, primary screen, biochemical, fluorescence intensity, uHTS. PfGluPho enzyme, NADPH resazurin-diaphorase fluorescence. inhibition, % at 20 µM. hit rate 0.78% among 350,000;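 active = inhibition reaching at least a set limit at 20 µM in the primary screen, cut at about 59% in these data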;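 note: 0% = DMSO wells with substrate and 100% = DMSO wells lacking glucose-6-phosphate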
SENP7 block – SENP7 protease inhibitors, primary screen, biochemical, luminescence, uHTS; Sentrin-specific protease 7 (Homo sapiens), Q9BQF6; recombinant SENP7, Z-RLRGG-aminoluciferin luminescence, 40 min; inhibition, % at 5 µM; hit rate 1.5% among 330,000; AID 434973, 2010;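 active = inhibition above about 50% at the single test dose, limit read from the data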;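 note: plate controls were DMSO with enzyme for no effect and no enzyme buffer wells for full effect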
HKDC1 inhibitor – HKDC1 hexokinase inhibitors, primary screen, biochemical, fluorescence, uHTS | Q2TB90 | recombinant HKDC1, G6PDH/diaphorase resazurin coupled fluorescence | inhibition, % at 20 µM | hit rate 0.16% among 340,000 | AID 493160, 2011;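 active = inhibition above about 35% when tested at 20 µM, limit read from the data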;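 note: plate controls were DMSO wells with enzyme for no effect and DMSO wells lacking enzyme for full effect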
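Test system: HK5 enzyme. Quantity: 5 µg/mL HK5 final. Reagent: glucose and ATP substrates. Schedule: 90 min reaction incubation at room temperature, dark. Technique: resazurin-to-resorufin fluorescence via G6PDH and diaphorase coupling, 525/613 nm. Control set: DMSO wells with and without enzyme mix.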
Numbers without * were called inactive; / = not tested or not shown.

SMILES | UBC13 polyUb | SENP8 block-1 | SENP6 block | beta cell repl | SENP8 block-2 | SENP1 inh | PfGluPho inh | SENP7 block | HKDC1 inhibitor
C#Cc1ccc([C@H]2C=C(C(=O)NCc3nc4ccccc4[nH]3)O[C@@H](OCc3ccc(CO)cc3)C2)cc1 | -21.2 | 2.4 | -1.1 | -2.0 | -71.6 | -9.1 | 14.2 | -17.8 | 0.2
O=C(O)C1CC=CCC1C(=O)NCc1ccc(Cl)c(Cl)c1 (stereo not given) | -1.0 | -7.8 | -18.4 | 0.8 | 4.5 | 1.8 | -9.0 | -11.7 | -1.4
CCOc1ccccc1C(=O)NC1CCN(CC(=O)Nc2cc(OC)ccc2OC)CC1 | 13.8 | -6.1 | 0.5 | -3.0 | -2.4 | -0.8 | -8.3 | -0.5 | -2.2
S=C1NC2(CCCCC2)NN1c1ccccc1 | 8.4 | -5.2 | -14.4 | -0.1 | 4.8 | 1.1 | 17.0 | -6.0 | -1.4
O=C(CNC(=O)c1ccco1)NCC(=O)OCc1ccc(C(=O)Oc2ccc(Cl)cc2)cc1 | -1.6 | -4.0 | 2.2 | -6.0 | 14.5 | 1.1 | -15.4 | -0.8 | -3.9
CC1CC(Nc2ccccc2)=NC1(C)C (stereo not given) | 0.3 | -12.7 | -16.8 | 3.6 | -2.3 | 3.0 | 3.1 | -10.0 | -3.4
CN(C(=O)CSc1nc2ccccc2[nH]1)C1CCS(=O)(=O)C1 (stereo not given) | 6.6 | -2.2 | -15.7 | 0.0 | 5.6 | 0.5 | 9.5 | -1.6 | -2.8
C[C@@H]1C=C[C@](Cc2ccccc2)(C(=O)NCC2CC2)N1C(=O)c1ccccc1 | -10.4 | -8.6 | -13.4 | 0.6 | 7.9 | 1.2 | 0.7 | -3.5 | -2.4
CC(C)n1nnnc1-c1cccc(Cl)c1 | -0.2 | 2.0 | 6.7 | 0.2 | 20.3 | 1.8 | 3.1 | 16.8 | -8.7
CCOC(=O)C1=C(C)Nc2ncnn2C1/C=C/c1ccccc1 (stereo not given) | 3.9 | 3.2 | 5.6 | -0.3 | 13.2 | -0.5 | 23.1 | 2.4 | -3.3

Brought forward from above: six entries, then new ones.
SMILES | UBC13 polyUb | SENP8 block-1 | SENP6 block | beta cell repl | SENP8 block-2 | SENP1 inh | PfGluPho inh | SENP7 block | HKDC1 inhibitor
O=C(CNC(=O)c1ccco1)NCC(=O)OCc1ccc(C(=O)Oc2ccc(Cl)cc2)cc1 | -1.6 | -4.0 | 2.2 | -6.0 | 14.5 | 1.1 | -15.4 | -0.8 | -3.9
CC1CC(Nc2ccccc2)=NC1(C)C (stereo not given) | 0.3 | -12.7 | -16.8 | 3.6 | -2.3 | 3.0 | 3.1 | -10.0 | -3.4
CN(C(=O)CSc1nc2ccccc2[nH]1)C1CCS(=O)(=O)C1 (stereo not given) | 6.6 | -2.2 | -15.7 | 0.0 | 5.6 | 0.5 | 9.5 | -1.6 | -2.8
C[C@@H]1C=C[C@](Cc2ccccc2)(C(=O)NCC2CC2)N1C(=O)c1ccccc1 | -10.4 | -8.6 | -13.4 | 0.6 | 7.9 | 1.2 | 0.7 | -3.5 | -2.4
CC(C)n1nnnc1-c1cccc(Cl)c1 | -0.2 | 2.0 | 6.7 | 0.2 | 20.3 | 1.8 | 3.1 | 16.8 | -8.7
CCOC(=O)C1=C(C)Nc2ncnn2C1/C=C/c1ccccc1 (stereo not given) | 3.9 | 3.2 | 5.6 | -0.3 | 13.2 | -0.5 | 23.1 | 2.4 | -3.3
COc1ccc(OC)c(NC(=O)CC2SC(=Nc3ccccc3)N(CCc3ccccn3)C2=O)c1 (stereo not given) | -5.8 | -10.5 | -9.2 | -2.9 | -3.5 | -1.1 | 8.3 | 3.3 | 3.9
COc1ccc(CCNC(=O)C(=O)NCC2CCCN2S(=O)(=O)c2ccccc2)cc1 (stereo not given) | -3.0 | -6.3 | -16.5 | -1.8 | 6.0 | -0.6 | 7.6 | -14.5 | -2.0
O=C(Nc1ccccc1)Nc1ccc(Cl)nc1Cl | 2.7 | -23.4 | -20.8 | -4.1 | 18.0 | 1.0 | -9.5 | -13.0 | 6.1
N#C/C(=C(/O)C(Cl)(Cl)Cl)c1nc2ccccc2[nH]1 | -17.5 | 87.2* | 96.4* | -2.3 | 29.1 | -9.2 | -12.3 | 74.7* | 3.7
O=c1ccc2cc(S(=O)(=O)NCCCc3ccccc3)ccc2[nH]1 | 0.4 | -7.2 | -26.4 | -1.5 | 4.5 | -0.7 | 6.3 | 4.4 | 0.8
COc1ccc(NC(=S)N2CCC(c3ccc(C)cc3)C2)cc1 (stereo not given) | 7.6 | -0.1 | 4.5 | -4.5 | 16.6 | 0.6 | -19.6 | -7.5 | -0.7
C[C@@H](O)[C@@H]1NC(=O)c2cc([N+](=O)[O-])cc(I)c2NCC[C@@H](C(N)=O)NC(=O)CNC1=O | -5.6 | 0.5 | -10.8 | 1.2 | / | / | -8.3 | -2.7 | -3.9
Cc1cccc(C)c1N1CCN(C(=O)c2ccc3c(c2)OCO3)CC1 | -3.2 | -10.8 | -2.9 | 1.4 | 14.1 | 0.5 | -5.5 | -12.5 | -3.8
CC1CCCN(C(=O)CN2CCN(C(=O)c3ccco3)CC2)C1 (stereo not given) | -5.4 | -9.9 | -22.3 | -1.1 | 17.6 | -12.3 | -3.2 | -3.5 | -6.8
O=C(CSc1nnc(-c2ccc(F)cc2)n1CC1CCCO1)NCc1ccco1 (stereo not given) | 13.7 | -2.9 | -6.3 | -2.7 | 5.1 | 0.5 | -4.8 | 0.3 | -6.1
NC(=S)Nn1c(-c2ccccc2)nc2ccccc2c1=O | -9.1 | -5.2 | -10.4 | -0.1 | 17.0 | 1.1 | 2.1 | -0.1 | -2.6
O=C(c1ccccc1N(Cc1ccccc1)S(=O)(=O)c1ccccc1)N1CCOCC1 | 2.7 | -0.1 | -3.9 | -0.6 | 7.7 | 3.5 | -3.2 | -6.0 | -3.2
O=C(CSc1nnc(-c2ccc(Cl)cc2)n1Cc1ccco1)NCc1ccc2c(c1)OCO2 | 3.6 | -0.1 | -5.8 | 0.0 | 14.5 | 1.8 | -0.8 | 1.1 | -3.3
CCOC(=O)c1ccc(NC(=O)CC2SC(=NC)N(C)C2=O)cc1 (stereo not given) | 1.4 | 10.5 | -6.4 | -0.3 | 9.7 | -10.9 | 4.5 | -2.1 | -1.5
CCOC(=O)C1CCN(c2c(NCc3ccc(C(=O)NCCOC)cc3)c(=O)c2=O)CC1 | 7.1 | -7.8 | -15.3 | -1.6 | 14.9 | 3.8 | -1.9 | 5.6 | 0.6
COc1cccc(NC(=O)CN(C)C(=O)COc2ccc3ccccc3c2)c1 | 13.5 | 4.6 | 12.1 | -0.5 | 5.1 | -0.8 | 10.7 | 3.4 | -6.5
N#C/C(=C\Nc1ccc2c(c1)OCCO2)C(=O)NCc1ccco1 | -3.4 | -1.9 | 1.4 | -1.7 | -93.7 | -0.5 | 3.5 | 1.5 | -2.6
CC(=O)Nc1cc(OC(C)=O)c2nonc2c1OC(C)=O | -39.1 | 70.4* | 82.2* | -4.5 | 32.9 | 1.9 | 79.6* | 92.3* | 9.1
CCN1CCN(c2nc3ccccn3c(=O)c2/C=C(\C#N)S(=O)(=O)c2ccccc2)CC1 | 0.3 | -3.9 | -5.3 | 1.4 | -98.5 | -32.9 | -3.0 | 8.7 | 3.1
O=C(NNC(=O)c1cc(-c2ccc(Br)cc2)nc2ccccc12)c1csc(N2CCOCC2)n1 | / | / | / | / | -32.1 | 2.3 | -62.2 | / | -0.1
COC(=O)c1cc(OC)c(OC)cc1NC(=O)Nc1ccc(OC)cc1 | -8.6 | -5.8 | 0.1 | -2.8 | -75.9 | 2.6 | 4.4 | -5.4 | -1.4
COc1ccc(-n2ccnc2SCC(=O)NC2CCCC2)c(OC)c1 | 0.4 | -3.2 | 19.7 | -3.9 | 13.3 | -0.4 | -10.3 | 0.0 | -2.2
CCN1CCN(c2nc(NCCO)c3ccccc3n2)CC1 | 14.7 | 5.3 | -24.4 | 0.2 | -431.1 | -0.1 | -6.4 | -7.0 | 3.3
Cc1ccnc(N2CCCC(C(=O)NC3CC3)C2)n1 (stereo not given) | 7.6 | -4.9 | -11.6 | -0.4 | -38.9 | -2.3 | -15.5 | -8.3 | 2.2
Cc1cc([N+](=O)[O-])nn1CC(=O)Nc1ccc(Cc2ccncc2)cc1 | -5.1 | 1.6 | 2.6 | -1.4 | 9.3 | 2.0 | 3.8 | 8.2 | -0.4
COc1ccc(NC(=O)Nc2cccnc2)c(OC)c1 | 1.1 | -0.7 | -8.8 | -2.6 | 10.6 | 0.2 | 1.6 | 5.0 | 4.7
C=CCc1cc(Cl)ccc1OCCNCCCOC | 10.2 | -2.2 | -4.6 | -3.2 | 12.9 | 2.7 | 7.7 | -3.5 | -8.7
CCNC(=S)N1CCN(CCN2C(=O)c3cccc4cccc(c34)C2=O)CC1 | 9.9 | -1.5 | -14.5 | 1.1 | -5.4 | -1.6 | -0.2 | 4.6 | -4.9
O=C(COC(=O)c1cccc(Cl)c1Cl)NC1CCCC1 | 6.8 | -11.4 | -12.4 | -3.1 | 11.3 | 2.6 | -9.7 | -10.5 | -4.4
CCOc1ccccc1Nc1cc(C)c2cccc(C)c2n1 | 5.8 | 9.2 | -2.2 | -3.0 | -417.3 | -0.5 | 9.3 | 0.2 | 0.4
CN(C)CCCNc1ncnc2c1c(-c1ccccc1)cn2-c1ccccc1 | 21.7 | -10.8 | -15.5 | -5.8 | 9.2 | -7.0 | -0.7 | 12.8 | -1.9
COc1ccc(N(Cc2cc3ccccc3[nH]c2=O)S(=O)(=O)c2ccc(OC)cc2)cc1 | 2.7 | -1.5 | 4.3 | -6.1 | -36.4 | -1.4 | 19.4 | 6.2 | 2.3
Cc1cccnc1NC(=O)c1ccc(S(=O)(=O)NCc2ccco2)cc1 | 1.5 | -2.6 | -2.9 | 0.0 | 8.8 | 2.3 | -14.7 | 0.9 | 0.7
Cc1sc2nc(CSc3ccccc3)nc(NCCN(C)C)c2c1C | -3.4 | -5.9 | -20.2 | -6.5 | 26.9 | 1.0 | -14.3 | -9.0 | 10.6
CCC(=O)N1c2ccccc2NC2=C(C(=O)CC(c3ccco3)C2)C1c1ccco1 (stereo not given) | -0.4 | 6.1 | -13.1 | -1.1 | -452.2 | -1.1 | 6.8 | -5.6 | -1.9
COc1ccccc1N1CCN(C(=O)C(=O)N/N=C/c2cccc(O)c2)CC1 | 3.0 | 4.8 | 7.3 | -2.7 | 4.8 | -0.6 | 6.6 | 3.3 | -5.0
CCn1ncc(CN2CCC(Oc3cc(C(=O)NC4CC4)ccc3OC)CC2)c1C | -5.6 | 10.7 | 0.7 | -1.6 | 9.6 | -1.1 | -24.6 | -2.0 | 3.5
O=C(Cn1c(NCCO)nc2ccccc21)NCC1CCCO1 (stereo not given) | -1.9 | 0.2 | 0.7 | 1.0 | 3.1 | -1.3 | 6.1 | 4.1 | 15.2
